Screens (PubChem BioAssay)
L3MBTL1 block: inhibitors of human L3MBTL1; Q9Y468; AlphaScreen L3MBTL1–H3K9me1 peptide binding; Potency, µM (top dose mostly 57.1 µM), for the others: at the top dose activity, negative = inhibition, hits mostly inhibitors; 230,000 tested, 0.66% active; active = well fitted inhibition curve with a large enough effect; inconclusive = small, poorly fitted or top-dose-only effect; inactive = no such curve, though single readings can be large or run the other way; note: nearly all actives have a fitted effect of over 60% in size
Target sequence (Q9Y468 whole entry, looked up): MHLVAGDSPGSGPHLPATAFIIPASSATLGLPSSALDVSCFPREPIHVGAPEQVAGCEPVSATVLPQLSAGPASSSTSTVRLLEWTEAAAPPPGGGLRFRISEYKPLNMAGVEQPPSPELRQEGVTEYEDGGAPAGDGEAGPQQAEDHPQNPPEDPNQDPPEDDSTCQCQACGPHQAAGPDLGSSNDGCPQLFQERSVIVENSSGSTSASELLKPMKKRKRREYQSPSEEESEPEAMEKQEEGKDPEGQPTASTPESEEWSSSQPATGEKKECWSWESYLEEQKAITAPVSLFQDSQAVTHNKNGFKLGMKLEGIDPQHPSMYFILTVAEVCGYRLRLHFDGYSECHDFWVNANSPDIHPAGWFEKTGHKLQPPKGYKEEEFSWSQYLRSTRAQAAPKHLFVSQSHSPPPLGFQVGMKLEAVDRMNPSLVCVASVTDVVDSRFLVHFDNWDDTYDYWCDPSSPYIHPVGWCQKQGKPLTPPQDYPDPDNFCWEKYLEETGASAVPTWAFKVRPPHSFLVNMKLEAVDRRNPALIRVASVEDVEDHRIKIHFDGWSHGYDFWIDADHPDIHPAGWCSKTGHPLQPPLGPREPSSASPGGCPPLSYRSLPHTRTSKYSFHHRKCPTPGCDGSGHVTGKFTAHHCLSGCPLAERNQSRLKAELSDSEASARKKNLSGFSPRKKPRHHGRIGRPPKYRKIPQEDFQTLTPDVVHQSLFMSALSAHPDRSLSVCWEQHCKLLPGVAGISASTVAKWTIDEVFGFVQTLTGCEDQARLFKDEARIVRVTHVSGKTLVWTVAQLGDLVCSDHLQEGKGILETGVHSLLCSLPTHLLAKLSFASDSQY
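L3MBTL1 50 nM + b-AHA-H3(1-15)K9me1 75 nM, 30 min RT; compound added, 30 min RT; streptavidin donor/Ni-chelate acceptor beads 10 ug/mL each final, 30 min RT dark; AlphaScreen read.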
* marks the source's active call; other numbers are inactive results; ? = inconclusive; & = joins results of further samples; [ ] = another dose, or the depositor's remark. % is set by controls: 0 for no effect and ±100 for the full control effect; potency is the fitted concentration of half-maximal effect. This is a subset. The share of hits here may be higher or lower than overall.

Start of the data: the first 3 entries (preview)
SMILES	L3MBTL1 block
CCn1nnnc1SCC(=O)N(C)C1CCS(=O)(=O)C1 (stereo unspecified)	0.8%
N#CCCN(C(=O)COC(=O)c1cc(=O)c2ccccc2o1)c1ccccc1	0.6%
C=CCN(c1ccccc1OC)S(=O)(=O)c1cccc(C(=O)OCC(=O)N2CC(C)OC(C)C2)c1 (stereo unspecified)	4.2%

All compounds of this part, from the first entry:
SMILES	L3MBTL1 block
CCn1nnnc1SCC(=O)N(C)C1CCS(=O)(=O)C1 (stereo unspecified)	0.8%
N#CCCN(C(=O)COC(=O)c1cc(=O)c2ccccc2o1)c1ccccc1	0.6%
C=CCN(c1ccccc1OC)S(=O)(=O)c1cccc(C(=O)OCC(=O)N2CC(C)OC(C)C2)c1 (stereo unspecified)	4.2%
O=[N+]([O-])c1ccc(CSc2ccc(S(=O)(=O)N3CCCC3)cn2)cc1	-7.6%
CNc1ccc(S(=O)(=O)NCC(=O)OC(C)C(=O)N(C)Cc2ccccc2)cc1[N+](=O)[O-] (stereo unspecified)	-7.0%
CN(C)c1ccc(C(=O)N2CCN(C(=O)C3CCCO3)CC2)cc1 (stereo unspecified)	-2.5%
COc1ccc(-c2sc3ccc(N4CCOCC4)cc3c2C#CCO)cc1	-1.7%
C[C@H](CO)N1C[C@H](C)[C@@H](CN(C)S(=O)(=O)c2ccc(F)cc2)Oc2c(NC(=O)Nc3ccc4c(c3)OCO4)cccc2C1=O	-16.3%
C=CCn1c(C)cc(C(=O)COC(=O)c2cncc(Br)c2)c1C	-23.1%
C/C=C/c1ccc(OCC(=O)N(C)CC(=O)Nc2ccc(F)cc2)c(OC)c1	3.5%
C[C@H](NC(=O)c1nc[nH]c1C(=O)NCc1ccc(CNC(=O)OC(C)(C)C)cc1)C(=O)OCc1ccccc1	-4.5%
COc1ccc([C@H]2CC(=O)C=C(c3cc(Cl)ccc3C)C2)cc1	25.5%
CC1CCc2[nH]c3ccc(C(=O)O)cc3c2C1 (stereo unspecified)	15.2%
COC(=O)c1c(NC(=O)COC(=O)CCNS(=O)(=O)c2ccc(NC(C)=O)cc2)sc(C)c1C	-5.0%
COc1ccc([C@H]2CC(=O)C=C(c3cc(F)ccc3OC)C2)cc1	5.5%
CC(C)(C)OC(=O)N1Cc2[nH]c3ccccc3c2C[C@@H]1C(=O)O	-0.8%
CC(=O)N1CCN(C(=O)CCN(c2ccccc2)S(=O)(=O)c2ccc(C)cc2)CC1	2.9%
Cc1ccc(-c2nn(-c3ccccc3Cl)cc2C(=O)NCC2CCCO2)cc1 (stereo unspecified)	-1.3%
CN(C)c1ccc(S(=O)(=O)N2CCCCC2)cc1NC(=O)CN1C(=O)NC(C)(c2ccccc2)C1=O (stereo unspecified)	-1.4%
Cc1cccc(C)c1NC(=O)CNC(=O)CCC(=O)N1CCOCC1	-7.4%
CCN(CC(=O)Nc1ccc(NC(C)=O)cc1)C(=O)c1ccccc1SCC(=O)N1CCCC1	5.4%
Cc1nc2ccc(NC(=O)CSc3ccccc3)cc2s1	0.3%
CC(=O)N1CCC(C(=O)Nc2ccc(S(=O)(=O)N3CCCC(C)C3)cc2)CC1 (stereo unspecified)	0.1%
O=C(Nc1cccc(-n2cnnn2)c1)c1ccc(C(F)(F)F)cc1	-4.7%
O=C(Nc1ccccc1)C1CCN(S(=O)(=O)c2cccs2)CC1	3.6%

Other entries follow:
SMILES	L3MBTL1 block
CCN(CC(=O)Nc1ccc2c(c1)OCCO2)CC(=O)Nc1ccc(C)c([N+](=O)[O-])c1	-13.2%
COc1ccc(NC(=O)CN(c2ccccc2OC)S(=O)(=O)c2cccs2)cc1Cl	-3.7%
Cc1csc(CNc2ncnc3ccc(-c4cccnc4)cc23)c1	1.1%&-8.0%
CCC1CCCCN1S(=O)(=O)c1c(C)n(C)c(=O)n(C)c1=O (stereo unspecified)	-5.0%
CC1CCCCC12NC(=O)N(CC(=O)N1CCN(C(=O)c3cccs3)CC1)C2=O (stereo unspecified)	2.1%
CS(=O)(=O)c1ccc(Cl)c(NC(=O)COC(=O)c2ccc(S(=O)(=O)N3CCCC3)cc2)c1	-0.1%
Cc1cccc(Oc2ccccc2NC(=O)CN2C(=O)NC3(CCCC3)C2=O)c1	4.3%
CCN(CC)S(=O)(=O)c1ccc(/C=C/C(=O)OCC(=O)Nc2cccnc2Cl)cc1	-3.9%
CCOc1ccc(NC(=O)COC(=O)CNC(=O)c2ccc(-c3ccccc3)cc2)cc1	1.5%
COc1ccc(OCCCC(=O)OCC(=O)NNC(=O)c2ccc([N+](=O)[O-])cc2)cc1	2.4%
CCCCC1(Br)C(=O)N(c2ccccc2)N(c2ccccc2)C1=O	-4.0%
COCCN(C(=O)c1cc2c(s1)CCCCC2)c1c(N)n(CC(C)C)c(=O)[nH]c1=O	32.6%[activator]
CCCCc1nnc(NC(=O)Cc2ccc(S(=O)(=O)N3CCOCC3)s2)s1	1.7%
CC(C)(C)OC(=O)C[C@H]1C/C=C\C[C@@H](CC(=O)N[C@H](CO)Cc2ccccc2)C(=O)N2CCC[C@H]2COC1=O	-0.2%
O=C(Nc1ccc(Br)cc1)C1CCCN(C2=NS(=O)(=O)c3ccccc32)C1 (stereo unspecified)	0.9%
CSCCC(NC(=O)COc1ccccc1)C(=O)N1CCC(C(N)=O)CC1 (stereo unspecified)	-2.7%
O=C(COC(=O)CCc1nc2ccccc2c(=O)[nH]1)Nc1ccccc1OC(F)F	1.8%
COc1ccccc1OCCNC(=O)CNC(=O)c1ccc2c(c1)OCO2	2.8%
CCN1CCN(c2ccc(N3CCN(S(=O)(=O)c4cc([N+](=O)[O-])ccc4C)CC3)nn2)CC1	0.2%
N#CC1(NC(=O)CSc2nc3ccc([N+](=O)[O-])cc3s2)CCCCC1	3.6%
O=C(Nc1ccccc1N1CCCC1)c1cc(=O)[nH]c2ccccc12	-8.1%
Cc1ccc2c(=O)n3c(nc2c1)C(CC(C)C)NC(=O)c1ccc(Cl)cc1-3 (stereo unspecified)	1.3%
CCOc1ccc(NC(=O)CSc2nnc(C3CC3)n2C)cc1S(=O)(=O)N1CCCCC1	2.6%
O=S(=O)(/N=C(/Nc1cccnc1Cl)c1ccccc1)c1ccccc1	-0.4%
CSc1ccc(/C=C/C(=O)OCC(=O)NC2CCS(=O)(=O)C2)cc1 (stereo unspecified)	-11.4%

Remaining list, next part:
SMILES	L3MBTL1 block
CC(C)(C)OC(=O)NCCCCCNC(=O)c1nc[nH]c1C(=O)N1CCN(C(=O)OC(C)(C)C)CC1	4.7%
CC1CCC(C#N)(N(C)C(=O)CSc2nnc(C3CC3)n2C2CC2)CC1 (stereo unspecified)	7.1%
COc1ccc(C(=O)COC(=O)c2ccc(-n3cnnn3)cc2)c(OC)c1	5.0%
O=S(=O)(NCCCN1CCOCC1)c1ccc(F)c(Cl)c1	2.4%
COc1cc(C#N)ccc1OCC(=O)NCCC1=CCCCC1	1.5%
O=[N+]([O-])c1ccc(CNCc2cc(Cl)ccc2O)cc1	-5.9%
Cc1ccc(OCCC(=O)OCC(=O)c2ccc3c(c2)NC(=O)CO3)cc1	0.7%
Cc1cc(C)c(NC(=O)CNC(=O)CN(C)Cc2ccc(Br)s2)c(C)c1	8.3%
COc1ccccc1C(=O)NCC(=O)OCC(=O)Nc1nnc(-c2ccccc2)o1	5.5%
O=C(COC(=O)c1ccc(O)cc1)Nc1ccc(S(=O)(=O)N2CCOCC2)cc1	-1.6%
CNC(=O)c1ccc(NC(=O)C2CCN(S(=O)(=O)c3cccc(C(F)(F)F)c3)CC2)cc1	1.0%
CC(=O)Nc1cccc(C(=O)OCC(=O)c2ccc(S(=O)(=O)N3CCCCC3)cc2)c1	-0.4%
Cn1c(SCC(=O)c2ccc(F)cc2)ncc(C(=O)Nc2ccccc2)c1=O	-1.4%
CCCCCCSc1ccc([C@@H]2[C@@H]3C(=O)N(C)C(=O)[C@@H]3[C@]3(C(=O)OC)CCCCN23)cc1OC	-3.8%
COC(=O)c1c(C)[nH]c(C(=O)C(C)OC(=O)C2CC2)c1C (stereo unspecified)	-1.3%
CCCCN(C(=O)c1ccc(N2CCCC2=O)cc1)c1c(N)n(CC(C)C)c(=O)[nH]c1=O	-5.3%
CCCCCc1nnc(NC(=O)c2ccc3nc[nH]c3c2)s1	2.2%
COc1ccc(NC(=O)COC(=O)Cn2cnc3ccccc32)cc1	0.9%
C[C@H](CO)N1C[C@H](C)[C@@H](CN(C)C(=O)Nc2ccccc2)Oc2c(NS(=O)(=O)c3ccc(F)cc3)cccc2C1=O	9.1%
COc1ccc(-c2nc3ccc(Cl)cn3c2NC2CCCCC2)cc1SC1CCCCC1	-0.7%
C/C(CC(=O)Nc1ccc(N(C)C)cc1)=N\NC(=O)c1ccc(F)cc1	-16.4%
O=C(COC(=O)CSc1ccc([N+](=O)[O-])cc1)NCc1ccco1	-3.6%
C#CCOCCOCCOCCNc1nc(N2CCN(C(=O)CCCCCCCCCCNC(=O)[C@H](CCCCN)n3cc(C)nn3)CC2)nc(N2CCN(C(=O)CCCCCCCCCCNC(=O)[C@H](CCCN=C(N)N)n3cc(C[C@@H](C)CC)nn3)CC2)n1	?
Cc1ccc(C(=O)NNC(=O)c2ccccc2O)cc1S(=O)(=O)N1CCCCC1	-2.3%
CCOC(=O)C1(CCOc2ccccc2)CCN(Cc2ccc(OCCO)cc2)CC1	-4.4%

Following part.
SMILES	L3MBTL1 block
O=C(CN1C(=O)NC2(CCc3ccccc32)C1=O)NCc1ccc(Cl)cc1 (stereo unspecified)	4.4%
COc1ccccc1CNC(=O)COC(=O)Cc1ccc(Br)cc1	11.6%
CCOc1ccc(OCC)c(NC(=O)C2CCCN(C(=O)c3ccc(Cl)cc3)C2)c1 (stereo unspecified)	-2.8%
Cc1ccc(NC(=O)CCc2nnc3ccc(N4CCOCC4)nn23)cc1C	7.0%
CC[C@@]12C(=O)N(c3ccccc3)C(=O)N1[C@H](c1ccc(Br)cc1)[C@@H]1C(=O)N(C(C)(C)C)C(=O)[C@@H]12	-3.8%
O=C(CN1CCN(C(=O)C2CCN(C(=O)/C=C/c3ccccc3)CC2)CC1)Nc1ccccc1Cl	7.0%
COc1cc(CC(=O)OCC(=O)NC2CCCCCC2)cc(OC)c1OC	1.1%
CC(NC(=O)c1ccco1)C(=O)N1CC=C(c2ccccc2)CC1 (stereo unspecified)	-1.5%
CCOC(=O)[C@@H]1[C@H]2COc3cc(OC)ccc3[C@H]2N2C(=O)N(c3ccccc3)C(=O)[C@]12C	-0.3%
Cc1ccc(S(=O)(=O)N(C)C)cc1NC(=O)COC(=O)CNC(=O)c1cccs1	-3.2%
Cc1cn(-c2cccnc2)c(C)c1CNC[C@H]1O[C@@H](n2cnc3c(N)ncnc32)[C@H](O)[C@@H]1O	1.2%
Cc1ccc(CNC(=O)CSc2nc3ccccc3c(=O)n2CC2CCCO2)cc1 (stereo unspecified)	5.6%
Cc1ccc(C2(c3ccccc3)NC(=O)N(CC(=O)NC3CCCCC3)C2=O)cc1C (stereo unspecified)	1.0%
COc1ccccc1CNC(=O)COC(=O)c1ccccn1	-14.4%
COc1ccccc1NC(=O)c1ccc(NC(=O)CSc2nc(N)cc(=O)[nH]2)cc1	-2.2%
Cc1csc(CNc2ncnc3ccc(-c4ccc5c(ccn5C)c4)cc23)c1	-12.6%
CC[C@@H]1C=C(C(=O)O)[C@H](c2ccc(Br)cc2)N1S(=O)(=O)c1ccc(C)cc1	-3.8%
CCCCn1c(N)c(N(CC(C)C)C(=O)CSCc2ccc(Cl)c(Cl)c2)c(=O)[nH]c1=O	-4.6%
CC(Oc1ccc(F)cc1)C(=O)Nc1nc(-c2ccccn2)cs1 (stereo unspecified)	?
CC1CC(OC(=O)C2CCN(S(=O)(=O)c3ccc(F)cc3)CC2)C(=O)O1 (stereo unspecified)	4.6%
COC(=O)c1sc(S(=O)(=O)N2CCCCC2C)c(C(=O)OC)c1C (stereo unspecified)	16.0%
Cc1ccc(C)c(Cn2c(=O)n(C)c(=O)c3sccc32)c1	2.3%
CC1(C)Cc2cccc(OCC(=O)N3CCN(c4cccc(Cl)c4)CC3)c2O1	0.6%
C=C[C@@H]1c2ccccc2N(S(=O)(=O)c2ccc(C)cc2)[C@H](c2ccccc2C(F)(F)F)C1(C#N)C#N	0.8%
CN(C(=O)Cn1nnc(-c2ccc(F)cc2)n1)C1CCS(=O)(=O)C1 (stereo unspecified)	-1.3%

Fetched by compound from the entries so far, three records:
SMILES	L3MBTL1 block
Cc1ccc(NC(=O)CCc2nnc3ccc(N4CCOCC4)nn23)cc1C	7.0%
CCOc1ccc(OCC)c(NC(=O)C2CCCN(C(=O)c3ccc(Cl)cc3)C2)c1 (stereo unspecified)	-2.8%
CC(Oc1ccc(F)cc1)C(=O)Nc1nc(-c2ccccn2)cs1 (stereo unspecified)	?

Back to the main list with the 3 entries that preceded the break.
SMILES	L3MBTL1 block
CC1(C)Cc2cccc(OCC(=O)N3CCN(c4cccc(Cl)c4)CC3)c2O1	0.6%
C=C[C@@H]1c2ccccc2N(S(=O)(=O)c2ccc(C)cc2)[C@H](c2ccccc2C(F)(F)F)C1(C#N)C#N	0.8%
CN(C(=O)Cn1nnc(-c2ccc(F)cc2)n1)C1CCS(=O)(=O)C1 (stereo unspecified)	-1.3%
CC1CCCCC1NC(=O)c1cc(S(=O)(=O)N2CCCCC2)ccc1N1CCOCC1 (stereo unspecified)	0.1%
COc1ccc(C(=O)COC(=O)c2cnc(C)cn2)cc1OC	2.0%
Cc1ccc(S(=O)(=O)N2CCN(C(=O)COC(=O)CCCOc3ccccc3)CC2)c(C)c1	2.5%
CCCc1nnc(NC(=O)c2ccc(S(=O)(=O)N(C)c3ccccc3OC)cc2)s1	1.7%
CC1CN(S(=O)(=O)c2cc(C(=O)NC(C)c3cccnc3)ccc2Cl)CC(C)O1 (stereo unspecified)	4.8%
CCOc1ccccc1N1CCN(C(=O)c2cc(S(=O)(=O)N3CCCCC3)ccc2C)CC1	-4.6%
Cc1cc(=O)[nH]c2sc(C(=O)N3c4ccccc4CC3C)c(N)c12 (stereo unspecified)	1.6%
C=CCOc1ccc(/C=C/C(=O)OCC(=O)NCc2cccs2)cc1	10.4%
